Screening data from PubChem BioAssay.
CCHFV vOTU inh: blocks the CCHF virus ovarian tumor domain protease; CCHFV vOTU protease, Pep-AMC fluorescence; inhibition, % at 11.5 µM; actives 0.55% (n = 370,000); AID 651958; also: 0% = vehicle wells with enzyme and 100% = no enzyme wells
BoNT F protease: inhibitors of Botulinum neurotoxin F light chain protease; inhibition, % at 10 µM; Multiplex microsphere protease cleavage assay, flow cytometry; actives 0.22% (n = 360,000); AID 588497; in the data active = inhibition above about 35%, passing the limit was not always enough; inconclusive = no clear call, values can overlap the other calls; also: plate controls were buffer without enzyme for full effect and enzyme alone for no effect
PrPC TRFRET: cell surface PrPC inhibition, primary TR-FRET screen; actives 0.43% (n = 370,000); TR-FRET read-out; AID 720596; inhibition, % at 13.8 µM; in the data active = inhibition above about 24%; also: 0% = median of the test wells and 100% = reference compound wells
BioA inh: BioA (M. tuberculosis) enzyme inhibition; actives 0.096% (n = 360,000); purified M. tuberculosis BioA enzyme, plate reader; AID 602481; inhibition, % at 9.99 µM; in the data active = inhibition above about 40%; inconclusive = no clear call, values can overlap the other calls
GDH-TPI inh: counter-screen for M. tuberculosis FBA inhibitors: GDH-TPI coupled enzymes | AID 588335 | actives 1.2% (n = 360,000) | inhibition, % at 4.8 µM | GDH-TPI coupled enzyme counterscreen, NADH absorbance;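 also: 0% = DMSO wells and 100% = wells lacking the enzyme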
Mtb FBA inh: inhibits M. tuberculosis FBA enzyme; P9WQA3; purified M. tuberculosis FBA, fluorescence read-out; inhibition, % at 1 µM; actives 2.3% (n = 360,000); AID 588726; in the data active = inhibition above about 27%;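 also: 0% = vehicle and 100% = reference inhibitor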
Target sequence (P9WQA3 whole entry, looked up): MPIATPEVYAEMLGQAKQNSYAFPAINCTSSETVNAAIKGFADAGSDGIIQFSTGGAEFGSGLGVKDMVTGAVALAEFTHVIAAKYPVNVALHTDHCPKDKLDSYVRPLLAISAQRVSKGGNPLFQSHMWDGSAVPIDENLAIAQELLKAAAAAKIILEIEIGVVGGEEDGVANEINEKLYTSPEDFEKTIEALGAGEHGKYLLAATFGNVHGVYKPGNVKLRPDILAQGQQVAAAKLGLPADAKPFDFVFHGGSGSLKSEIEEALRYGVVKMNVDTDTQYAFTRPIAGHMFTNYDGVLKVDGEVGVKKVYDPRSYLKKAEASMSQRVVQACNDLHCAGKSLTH
BoNT A protease: BoNT A light chain protease inhibition. multiplex microsphere protease substrate cleavage, flow cytometry. inhibition, % at 10 µM. actives 0.17% (n = 360,000); in the data active = inhibition above about 30%; inconclusive = no clear call, values can overlap the other calls; also: plate controls were buffer without enzyme for full effect and enzyme alone for no effect
UGM FP inh: blocks M. tuberculosis UGM enzyme; AID 504406; inhibition, % at 10 µM; P9WIQ1; actives 0.06% (n = 320,000); purified UGM, fluorescence polarization probe displacement; in the data active = inhibition above about 10%, passing the limit was not always enough; inconclusive = no clear call, values can overlap the other calls
Target sequence (P9WIQ1 whole entry, looked up): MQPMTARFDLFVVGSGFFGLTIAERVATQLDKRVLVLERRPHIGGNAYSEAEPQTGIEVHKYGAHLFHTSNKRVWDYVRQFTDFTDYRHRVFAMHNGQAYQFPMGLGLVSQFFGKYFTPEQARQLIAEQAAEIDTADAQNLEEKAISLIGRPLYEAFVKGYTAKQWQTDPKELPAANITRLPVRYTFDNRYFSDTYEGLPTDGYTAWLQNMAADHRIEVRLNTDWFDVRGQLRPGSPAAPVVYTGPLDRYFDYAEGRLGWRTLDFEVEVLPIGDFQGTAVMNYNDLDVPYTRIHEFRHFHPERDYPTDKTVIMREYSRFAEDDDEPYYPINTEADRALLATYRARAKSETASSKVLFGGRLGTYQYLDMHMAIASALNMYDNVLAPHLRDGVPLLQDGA
FadD28 binding: inhibitors of Mycobacterium tuberculosis FadD28 bisubstrate binding. FadD28 bisubstrate probe binding, fluorescence polarization. inhibition, % at 12.5 µM. actives 0.22% (n = 360,000); in the data active = inhibition above about 8.5%, passing the limit was not always enough; inconclusive = no clear call, values can overlap the other calls
* marks the source's active call; other numbers are inactive results; ? = inconclusive; · = no result given. Rule as the data show it, unless noted: active = inhibition above about 30%; inactive = the rest. Random draw from the library, and some 4.8% of all compounds hit somewhere here.

nr	canonical_smiles	CCHFV vOTU inh	BoNT F protease	PrPC TRFRET	BioA inh	GDH-TPI inh	Mtb FBA inh	BoNT A protease	UGM FP inh	FadD28 binding
1	Cn1cc(C=C2C(=O)NC(=O)NC2=O)c2ccccc21	1	10	-4	-0.9	6	-12	-2.4	8.2	0.3
2	COc1ccc(CC(=O)NCC(=O)N/N=C(/C)c2ccco2)cc1	2	-4	4	·	-1	0	-0.7	-2.5	1.5
3	COc1ccc(-n2cc(C(=O)c3cc4ccccc4oc3=O)c(C(C)=O)n2)cc1	2	1	-4	-5.4	14	3	1.0	3.2	-0.1
4	O=C1CCC(C(=O)N(CCO)Cc2ccccc2)CN1CCc1cccc(F)c1 (configuration not stated)	0	-4	0	·	1	-1	-0.5	·	-2.8
5	CC(C)(C)n1ncc2c(=O)n(CC(=O)Nc3ccc4c(c3)OCCO4)cnc21	-9	4	3	1.9	-5	1	-1.8	-2.0	0.0
6	COc1cc(NC(=O)c2ccco2)c(OC)cc1NC(=O)c1cc(OC)c(OC)c(OC)c1	-17	-5	4	-0.2	21	1	-1.9	1.9	-1.8
7	CCOc1ccc(NC(=O)CN2CCN(CC(=O)Nc3ccc(OC)cc3OC)CC2)cc1	-22	0	-6	0.2	4	3	-1.6	3.2	-1.3
8	N#C/C(=C\c1ccncc1)c1ccc(NC(N)=O)cc1	10	-6	-44	1.5	15	0	0.7	-1.4	-2.2
9	Cc1cc(=O)[nH]c(NCc2ccc(Cl)cc2)n1	-9	?	4	0.7	9	1	-1.7	0.9	-2.5
10	O=C1CC(=O)N(c2ccccc2)C(=O)N1	-4	0	6	·	7	1	0.3	·	-1.7
11	COCCNC(=S)NNC(=O)c1cc(-c2cccnc2)nc2ccccc12	8	1	0	-1.0	6	0	-1.7	3.5	-1.4
12	COc1cccc(NS(=O)(=O)c2cc3c(cc2C)N(C)CCO3)c1	6	3	5	0.1	2	-2	0.2	-0.5	-1.1
13	CCN(CCO)c1ccc(N=Nc2cc(C)[nH]n2)cc1	16	?	-38	·	4	-28	?	0.8	-0.8
14	Cc1ccc(NC(=O)Nc2c(C)n(C)n(-c3ccccc3)c2=O)cc1	2	-8	-1	1.0	-13	0	-1.2	-2.0	-4.6
15	COc1ccc(CCC(=O)OCC(=O)NCc2ccc3c(c2)OCO3)cc1	9	-8	-1	-0.9	2	-2	-2.7	0.5	·
16	COCCNC(=O)CCCn1c(=O)c2cc(OC)c(OC)cc2n(CC(=O)Nc2ccc(C)c(F)c2)c1=O	-3	2	8	·	2	-5	0.0	-1.5	-1.1
17	Cc1cc(C)c(NC(=O)COC(=O)c2ccncc2)c(C)c1	-16	-3	7	-0.7	4	1	0.5	0.6	-2.6
18	COc1ccccc1NC(=O)c1ccc(C)s1	-2	-12	-6	·	1	-1	-0.4	-0.4	-2.4
19	Cc1nc(-c2ccccc2)sc1C(=O)Nc1ccc(S(N)(=O)=O)cc1	10	0	-10	1.0	5	-2	-5.1	2.5	-2.3
20	COc1ccc(NC(C)=O)cc1NC(=O)CSc1nnc(-c2ccccn2)n1C	-1	-6	0	-1.0	2	-2	-0.1	0.3	-2.8
21	COc1ccc(NS(=O)(=O)c2csc(C(N)=O)c2)cc1OC	-3	1	10	-0.3	11	0	0.6	-0.2	·
22	COc1cc2oc3cc(C)oc(=O)c3c2cc1OC	-89	?	3	·	19	142*	-11	2.7	-3.1
23	Cc1c(NC(=O)CSc2ncn[nH]2)c(=O)n(-c2ccccc2)n1C	5	-4	3	-1.2	-1	1	-0.4	1.5	-3.7
24	CN1Cc2cccnc2N(C)Cc2cc(Cl)ccc21	-13	-4	-1	0.8	-6	0	-0.6	-2.8	-3.2
25	CC1CCC(=O)N(CCSc2ccccc2)CC1 (configuration not stated)	6	0	-1	0.1	3	-1	-0.1	-1.2	-4.8
26	O=C(CN(Cc1ccccc1)S(=O)(=O)c1ccc(Br)cc1)N/N=C/c1ccccc1C(=O)O	9	-2	3	0.2	-2	1	0.4	-0.9	-3.1
27	O=C(OCc1ccc([N+](=O)[O-])cc1)c1cnc(Cl)c(Cl)c1	-2	4	-1	-0.8	2	2	2.0	0.4	-2.4
28	CC1(C)CC(NS(=O)(=O)c2ccc(S(=O)(=O)N3CCOCC3)cc2)CCO1 (configuration not stated)	-7	-1	4	-2.3	3	1	-1.0	3.6	-2.7
29	CCOc1cc(Br)c(COc2ccc(C)nc2[N+](=O)[O-])cc1OCC	7	-5	-5	10	11	0	-0.6	-1.7	0.2
30	C=CCn1c(SCC(=O)NCC2CCCO2)nc2sc(C)c(C)c2c1=O (configuration not stated)	0	2	-5	8.0	14	1	-2.4	-0.6	-7.0

3 structures out of the list, arranged by heavy-atom count, lowest first:
nr	canonical_smiles	CCHFV vOTU inh	BoNT F protease	PrPC TRFRET	BioA inh	GDH-TPI inh	Mtb FBA inh	BoNT A protease	UGM FP inh	FadD28 binding
24	CN1Cc2cccnc2N(C)Cc2cc(Cl)ccc21	-13	-4	-1	0.8	-6	0	-0.6	-2.8	-3.2
27	O=C(OCc1ccc([N+](=O)[O-])cc1)c1cnc(Cl)c(Cl)c1	-2	4	-1	-0.8	2	2	2.0	0.4	-2.4
30	C=CCn1c(SCC(=O)NCC2CCCO2)nc2sc(C)c(C)c2c1=O (configuration not stated)	0	2	-5	8.0	14	1	-2.4	-0.6	-7.0

Back to the main list; the two compounds before the break are reprinted first.
nr	canonical_smiles	CCHFV vOTU inh	BoNT F protease	PrPC TRFRET	BioA inh	GDH-TPI inh	Mtb FBA inh	BoNT A protease	UGM FP inh	FadD28 binding
29	CCOc1cc(Br)c(COc2ccc(C)nc2[N+](=O)[O-])cc1OCC	7	-5	-5	10	11	0	-0.6	-1.7	0.2
30	C=CCn1c(SCC(=O)NCC2CCCO2)nc2sc(C)c(C)c2c1=O (configuration not stated)	0	2	-5	8.0	14	1	-2.4	-0.6	-7.0
31	CN(C)S(=O)(=O)c1cccc(C(=O)NCC2CCCO2)c1 (configuration not stated)	-4	-4	1	-3.1	-4	4	-0.3	3.7	-2.7
32	CCOC(=O)c1cnn(Cc2ccccc2)c1N	-17	0	6	·	7	1	0.1	2.8	-2.6
33	CCOc1cc(/C=N/N=C2/NC(=O)C(CC(=O)O)S2)ccc1OS(=O)(=O)c1ccc(C)cc1 (configuration not stated)	23	-12	-4	·	13	-2	-0.5	·	-7.4
34	COc1cccc(C2C3=C(CC(C)(C)CC3=O)Nc3cc4c(cc32)OCO4)c1 (configuration not stated)	-15	-8	2	0.1	25	15	-0.5	2.6	3.6
35	CCCCN(C=O)c1c(CC)nc2c(OCCC)cccn12	-1	-1	7	-0.5	11	0	-0.4	·	0.3
36	Cc1oc(/N=C/c2ccccc2)c(C#N)c1C	-9	-25	4	4.9	-5	2	-6.5	4.4	0.4
37	COC(=O)c1cc(C(=O)OCC(=O)NNC(=O)c2cccs2)cc([N+](=O)[O-])c1	0	-6	-22	0.0	1	-1	-3.8	1.6	·
38	O=C(NC(=S)Nc1cc(C(F)(F)F)ccc1N1CCOCC1)c1ccco1	-1	-10	3	9.1	4	1	-0.8	-1.9	-4.4
39	O=C(NNC(=S)NC(=O)c1sc2ccccc2c1Cl)c1ccc(Cl)cc1	-5	1	5	0.3	-1	3	-1.3	-1.1	-3.5
40	COC(=O)c1ccc(NC(=O)CNS(=O)(=O)c2cccs2)cc1	-24	10	3	-0.2	3	3	0.4	-0.6	3.3
41	Cc1ccc(SCCn2nc(C(=O)O)c3ccccc3c2=O)cc1	-6	-3	3	·	1	4	-0.5	0.4	-4.4
42	O=S(=O)(c1ccc(OCC(O)CNC23CC4CC(CC(C4)C2)C3)c(Cl)c1)N1CCOCC1 (configuration not stated)	-2	-8	-8	1.5	-7	-1	-1.7	·	-5.5
43	O=C(CCCN1C(=O)c2cccc3cccc(c23)C1=O)NCc1cccnc1	-11	1	-38	-0.2	2	35*	0.1	0.7	-4.1
44	CC(C)OC(=O)c1cccc(C(=O)Oc2ccccc2)n1	13	-2	4	1.2	17	4	-0.3	-2.0	-0.9
45	CC(C)(CNC(=O)CC1C(=O)NCCN1Cc1cccc(F)c1F)N1CCOCC1 (configuration not stated)	-3	-3	-4	-2.0	0	-1	1.3	1.2	0.9
46	Cc1n[nH]c(C)c1CCNC(=O)C1CCC(=O)N(Cc2ccccc2F)C1 (configuration not stated)	9	2	5	0.0	-10	0	-1.1	-0.1	-1.5
47	CCOc1ccccc1-c1n[nH]c(=S)o1	4	-6	27*	-0.5	-2	11	-4.6	3.2	0.2
48	O=C(CN1C(=O)C2C3C=CC(C3)C2C1=O)Nc1ccc2c(c1)OCCO2 (configuration not stated)	-1	-4	5	-0.2	13	-3	0.1	2.6	-3.2
49	Cc1ccccc1C1c2[nH]c3ccccc3c2C[C@H]2C(=O)N(c3ccccc3C(=O)NCCN3CCOCC3)C(=O)N12 (some centres not stated)	0	-19	2	-1.1	12	6	-1.9	-1.7	-1.8
50	COc1cccc(CNC(=O)[C@H](CCSC)NC(=O)N2CCn3c2nc2ccccc23)c1	23	-3	-3	-0.1	-4	-1	-1.0	-1.6	0.4
51	O=C(C1CCC1)N1CCN(c2ccc(C(F)(F)F)cc2[N+](=O)[O-])CC1	20	-5	-20	4.2	-5	0	-3.2	2.7	-2.9
52	CCCCN1C(=O)NC(=O)C2(Cc3c(nc4ccccn4c3=O)N3CCc4ccccc4C32)C1=O (configuration not stated)	0	-4	9	-0.5	13	1	-0.7	-0.5	-0.7
53	Nc1nc(SCC(=O)c2cc3ccccc3o2)n[nH]1	16	-2	4	·	10	-1	7.0	0.0	-0.8
54	COc1ccccc1N1CCN(C(=S)NC(=O)/C=C/c2ccccc2)CC1	-9	-2	-6	·	9	2	-0.2	3.2	1.3
55	CC1(C(=O)Nc2ccc3c(c2)OCO3)Cc2c(-c3cccc(C(F)(F)F)c3)ccnc2O1 (configuration not stated)	12	-9	-5	-2.5	17	0	0.3	·	0.7
56	CN(CC(=O)Nc1ccc(F)cc1)C(=O)CSc1nc2ncc(Cl)cc2[nH]1	5	7	3	·	4	0	1.9	1.4	2.6
57	O=C(c1ccc(SCc2ccco2)c([N+](=O)[O-])c1)N1CCOCC1	13	-2	-7	·	5	1	-0.7	0.0	-3.6
58	Cc1cccc(NC(=S)N(C)Cc2cn(C)c3ccccc23)c1	-6	-5	3	0.7	-2	1	-0.4	-1.3	2.3
59	COC(=O)c1ccc(S(=O)(=O)N2CCCN(Cc3cccc(Br)c3F)CC2)n1C	8	?	7	-0.4	-3	0	-2.0	-0.7	-0.9
60	Cc1cnc(NC(=O)CCCc2nc3ccccc3s2)s1	10	-3	24	·	7	-3	0.2	0.5	-1.1
61	COc1ccc(/C=C2\SC(=O)N(CCC(=O)N3CCN(C)CC3)C2=O)cc1	7	3	-12	0.3	41*	-1	2.1	-0.6	-3.6
62	Cc1ccccc1N1CCN(C(=O)c2cccnc2)CC1	0	-14	-5	-1.9	-8	5	-1.0	·	0.9
